Compound activity from PubChem.
Tn6 DDE FP = inhibitors of Tn6 peptide binding to fibrin DD(E), primary screen, biochemical, fluorescence polarization, human fibrin, Tn6 probe; Fibrin DD(E) TRITC-Tn6 fluorescence polarization displacement; 0.21% of 370,000 active; AID 720509, 2013; inhibition, % at 8.3 µM; Fibrinogen beta chain (Homo sapiens), P02675;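 active = inhibition above a per-campaign cutoff: mean of compounds within control limits plus 3 SD, cut at about 15% in these data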;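 also: 0% = median of all compound wells on the plate and 100% = blocking peptide control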
DDE Tn7 FP inh = inhibitors of Tn7 peptide binding to fibrin DD(E), primary screen, biochemical, fluorescence polarization, human fibrin, Tn7 probe. Fibrinogen beta chain (Homo sapiens), P02675. inhibition, % at 8.3 µM. FP displacement of FITC-Tn7 peptide from fibrin DD(E); 0% = median of compound wells per plate. 0.13% of 370,000 active;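 active = inhibition above the mean of compounds falling within the control limits plus 3 SD of them, cut at about 14% in these data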;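 also: 0% = plate median of compound wells and 100% = 10 µM Aha-Tn7 peptide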
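system = human fibrin DD(E) protein | quantity = DD(E) 2 µM final | medium = Tris/NaCl/CaCl2 buffer, pH 7.8 | also added = labelled Tn7 tracer, 0.1 µM | compound dosing = single point at 8.3 µM | timing = compound with protein 10 min, then 3 h after probe, room temperature | signal = FP measurement | benchmarks = Aha-Tn7 high control | repeats = one replicate per compound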
SIAE inh = human SIAE inhibitors, primary screen, biochemical, fluorescence polarization, FP-Rh probe, 1536-well HTS; inhibition, % at 9.66 µM; SIAE FP-Rh probe binding; 0.69% of 370,000 active; Sialate O-acetylesterase (Homo sapiens), Q9HAT2; AID 1053197, 2014;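 active = inhibition above a cutoff: mean of compounds within the control limits plus 3 SD of those, cut at about 17% in these data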;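 also: 0% = plate median of compound wells and 100% = probe without SIAE protein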
PLCg1 inh = PLC-gamma1 enzyme inhibitors, primary screen, biochemical, fluorescence, purified enzyme; fluorogenic substrate; inhibition, % at 12.2 µM; 1-phosphatidylinositol 4,5-bisphosphate phosphodiesterase gamma-1 (Homo sapiens), P19174; 0.84% of 370,000 active; in the data active = inhibition above about 9.5%
ADAM17 inh = ADAM17 inhibitors, primary screen, biochemical, QFRET | 0.83% of 370,000 active | recombinant ADAM17, EDANS/DABCYL FRET peptide cleavage | inhibition, % at 6.95 µM | AID 720648, 2013 | Disintegrin and metalloproteinase domain-containing protein 17 (Homo sapiens), P78536;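 active = inhibition above the mean of compounds lying between control limits plus 3 SD, set per campaign, cut at about 8.5% in these data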;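 also: 0% = DMSO-only wells as the low control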
ASAP1 inh = inhibitors of human ASAP1 ArfGAP activity, primary screen, biochemical, fluorescence polarization. Arf-GAP with SH3 domain, ANK repeat and PH domain-containing protein 1 (Homo sapiens), …. ASAP1-stimulated ARF1 GTP hydrolysis, GDP FP detection. inhibition, % at 16.5 µM. 0.19% of 360,000 active; in the data active = inhibition above about 25%;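 also: 0% = vehicle with enzyme and substrate and 100% = no enzyme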
TDP2 absorb = human TDP2 enzyme inhibitors, primary screen, biochemical, epi absorbance, recombinant enzyme; T5PNP hydrolysis, p-nitrophenol absorbance 415 nm; 0.34% of 370,000 active; AID 720702, 2013; Tyrosyl-DNA phosphodiesterase 2 (Homo sapiens), O95551; inhibition, % at 12.8 µM;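 active = inhibition above the mean of all tested compounds plus 3 SD, set per campaign, cut at about 25% in these data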;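 also: 0% = DMSO with enzyme and 100% = buffer with substrate but no TDP2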
Target sequence (O95551 whole entry, looked up): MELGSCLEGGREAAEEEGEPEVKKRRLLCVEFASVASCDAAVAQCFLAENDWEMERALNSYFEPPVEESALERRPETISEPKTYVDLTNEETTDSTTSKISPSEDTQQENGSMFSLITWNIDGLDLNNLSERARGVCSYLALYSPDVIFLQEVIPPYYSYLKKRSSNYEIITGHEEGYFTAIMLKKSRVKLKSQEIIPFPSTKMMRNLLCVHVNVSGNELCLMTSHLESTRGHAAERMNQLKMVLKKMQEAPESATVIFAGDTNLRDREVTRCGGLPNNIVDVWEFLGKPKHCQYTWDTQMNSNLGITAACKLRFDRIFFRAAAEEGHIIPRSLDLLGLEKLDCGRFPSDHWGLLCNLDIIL
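System – recombinant human TDP2 · Amount – 120 nM TDP2 per well · Buffer or medium – Mg2+-containing Tris-HCl buffer, pH 7.5 · Reagent – T5PNP substrate, 5 mM · Dosing – 12.8 µM single point, 1% DMSO · Incubation – 2 h at 37 °C · Measured by – epi absorbance · Read-out basis – percent inhibition · Benchmarks – high control without enzyme, low control DMSO plus TDP2 · Repeats – singlicate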
PLC-beta3 inh = human PLC-beta3 inhibitors, primary screen, biochemical, fluorescence; 1-phosphatidylinositol 4,5-bisphosphate phosphodiesterase beta-3 (Homo sapiens), Q01970; Purified PLC-beta3, fluorogenic substrate; inhibition, % at 12.2 µM; 0.18% of 370,000 active; in the data active = inhibition above about 11%;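 also: 0% = median of compound wells on plate and 100% = full blocker control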
ARFGAP1 inh = inhibitors of rat ARFGAP1 GAP activity, primary screen, biochemical, fluorescence polarization, GDP tracer; ADP-ribosylation factor GTPase-activating protein 1 (Rattus norvegicus), Q62848; Arfgap1-stimulated ARF1 GTP hydrolysis, GDP FP detection; 0.26% of 360,000 active; inhibition, % at 16.5 µM; AID 651572, 2012;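 active = inhibition above a per-plate limit, mean inhibition of low control wells plus 3 SD, cut at about 25% in these data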;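 also: 0% = DMSO wells with enzyme and 100% = wells lacking Arfgap1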
Target sequence (Q62848 1-136 limits assumed): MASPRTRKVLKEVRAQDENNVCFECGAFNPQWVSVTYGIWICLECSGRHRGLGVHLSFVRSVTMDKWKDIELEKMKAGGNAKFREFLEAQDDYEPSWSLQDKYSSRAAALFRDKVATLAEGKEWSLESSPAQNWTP
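Assay system: purified rat His6-Arfgap1 residues 1-136 (GAP domain); Reagent: human Δ17 ARF1 bound to GTP; Dosing: 16.5 µM single point, 1.26% DMSO; Times: GTP hydrolysis reaction 2 h at 25 °C; Signal: FP, GDP Alexa 633 tracer displaced from anti-GDP antibody, 620/688 nm; Measure: % inhibition from polarization.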
ADAM10 inh = human ADAM10 inhibitors, primary screen, biochemical, QFRET, HTS; Disintegrin and metalloproteinase domain-containing protein 10 (Homo sapiens), O14672; AID 720582, 2013; recombinant ADAM10, EDANS/DABCYL FRET peptide cleavage, 3 h; inhibition, % at 7 µM; 0.62% of 370,000 active;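 active = inhibition above a per-campaign cutoff equal to the mean of compounds falling between control-based bounds plus 3 SD, cut at about 20% in these data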;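 also: 0% = DMSO wells while the 100% control is not disclosed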
Target sequence (O14672 214-748 limits assumed): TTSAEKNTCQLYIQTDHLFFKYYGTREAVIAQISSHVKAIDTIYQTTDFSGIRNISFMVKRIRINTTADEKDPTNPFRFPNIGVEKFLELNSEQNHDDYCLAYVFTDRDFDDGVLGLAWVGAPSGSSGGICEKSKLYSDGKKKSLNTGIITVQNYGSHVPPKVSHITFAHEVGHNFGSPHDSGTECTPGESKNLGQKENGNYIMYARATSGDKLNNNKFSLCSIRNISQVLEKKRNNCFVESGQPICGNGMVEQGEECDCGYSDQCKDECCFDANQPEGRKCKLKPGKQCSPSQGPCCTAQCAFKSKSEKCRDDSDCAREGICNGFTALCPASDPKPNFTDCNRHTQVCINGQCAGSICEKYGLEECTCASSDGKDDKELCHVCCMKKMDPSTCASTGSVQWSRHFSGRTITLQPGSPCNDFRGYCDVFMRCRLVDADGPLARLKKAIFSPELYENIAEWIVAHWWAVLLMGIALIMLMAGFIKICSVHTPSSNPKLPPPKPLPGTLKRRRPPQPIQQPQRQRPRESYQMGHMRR
* = called active by the depositor; i = inactive; / = not tested or not shown.

Tn6 DDE FP,DDE Tn7 FP inh,SIAE inh,PLCg1 inh,ADAM17 inh,ASAP1 inh,TDP2 absorb,PLC-beta3 inh,ARFGAP1 inh,ADAM10 inh,smiles
-10.8,-0.1,-0.4,-2.6,1.3,-5.1,4.1,-4.5,-7.4,1.0,O=[N+]([O-])c1ccc2c(c1)CCN2
10.3,13.0,7.9,-1.1,-0.9,-0.5,1.6,-3.5,10.3,5.6,CCOC(=O)N1CCN(C(=O)c2ccccc2N(Cc2ccccc2)S(=O)(=O)c2ccc(OC)cc2)CC1
2.1,7.0,4.6,0.7,-0.5,6.9,6.8,-0.3,15.7,3.0,CC(=O)Nc1cc(C(F)(F)F)ccc1N1CCOCC1
-2.6,3.8,-25.8,-6.7,0.2,4.0,9.4,-11.5,19.3,8.0,CCCc1ccc(OCc2ccc(C(=O)NN)o2)c(OC)c1
5.5,-0.9,-2.2,0.8,-2.7,-3.7,-5.0,-3.4,4.9,-3.7,Cc1nc2c(C)cccc2c2c1CCS2
3.2,3.2,0.8,1.2,-4.0,-5.2,6.1,1.4,6.3,-6.9,CCn1c(SCCN2CCCCC2)nnc1-c1ccc(S(=O)(=O)N2CCOCC2)cc1
-1.3,4.8,-0.9,-4.1,-2.2,3.4,10.6,-7.6,-0.9,-1.4,Cc1cc(S(=O)(=O)NCc2ccco2)c(C)cc1Cl
3.9,-4.9,2.0,-1.5,0.3,-1.0,-0.3,5.6,1.1,-2.3,C[C@@]12CCC=C[C@H]1[C@H](c1ccc(F)c(/C=C/c3ccccc3)c1)N(Cc1ccccc1)C2=O
2.5,1.2,-1.8,1.0,-5.8,-7.4,-2.6,3.2,-4.2,3.8,CCOc1ccc(/C=C2\SC(=S)N(C)C2=O)cc1OC
-5.7,0.4,0.0,1.1,-7.1,6.7,7.8,-5.9,0.9,-12.0,Cc1ccc(-c2nn(Cc3ccccc3)cc2C(=O)NCC2CCCO2)cc1 (stereo not drawn)
5.5,3.1,-1.2,2.3,2.2,7.0,-10.4,2.8,-2.2,-5.1,COc1ccc(NC(=S)N2CCN(C(=O)c3ccco3)CC2)c(OC)c1
-2.8,-10.9,-6.4,9.2,10.4*,12.0,-13.9,9.2,-0.2,12.9,C/C(=N\NC(=O)CNC(=O)C(c1ccccc1)c1ccccc1)c1ccc(C(C)(C)C)cc1
3.5,3.6,-2.6,-1.8,0.3,-10.9,-8.0,5.2,3.8,-1.8,O=C1NCC(Nc2ccc(Br)cc2)C(=O)N1 (stereo not drawn)
9.8,0.5,2.1,0.9,4.3,4.2,5.5,1.8,3.4,-4.4,Cc1c(NC(=O)CN2C(=O)NC(C)(c3ccc4c(c3)OCCO4)C2=O)c(=O)n(-c2ccccc2)n1C (stereo not drawn)
-0.8,-0.6,-2.4,-0.1,-3.3,-10.9,-5.5,-0.9,0.7,-0.8,CCCCN(Cc1ccccc1)C(=O)c1cnc2n(c1=O)CCS2

Tn6 DDE FP,DDE Tn7 FP inh,SIAE inh,PLCg1 inh,ADAM17 inh,ASAP1 inh,TDP2 absorb,PLC-beta3 inh,ARFGAP1 inh,ADAM10 inh,smiles
1.7,1.6,0.1,0.5,-1.1,-18.8,-2.1,-0.5,-1.1,-2.0,CCC(=O)c1ccc(OCc2ccc(C#N)cc2)cc1
4.7,0.3,2.8,0.1,4.8,-4.4,15.8,-4.6,-0.4,-0.9,COc1ccc(N2CCN(C3CCCN(C(=O)CN4CCCCC4=O)C3)CC2)cc1 (stereo not drawn)
-5.3,-2.0,1.8,-0.1,-5.3,1.3,11.3,-7.1,1.4,-13.1,COc1ccccc1C(=O)NC(=O)COC(=O)C1CC1
4.2,6.7,-5.9,-4.3,-3.6,6.4,0.3,-7.2,-4.8,-6.4,COc1ccccc1C1=NOC(COC(=O)c2ccc([N+](=O)[O-])cc2)C1 (stereo not drawn)
-1.6,-6.0,-5.9,1.2,-1.7,17.4,1.2,1.1,5.2,5.8,O=C(CCC1COc2ccccc2O1)Nc1ccccn1 (stereo not drawn)
-2.0,5.3,-6.7,-6.1,-11.8,9.8,-1.7,-7.7,15.0,-62.8,Cn1c(C(=O)NCCCN2CCN(c3ccccc3F)CC2)cc2c(=O)n(C)c3ccccc3c21
-1.9,-2.7,0.0,-4.1,-0.2,-3.1,4.0,-0.2,-1.4,-0.3,COc1ccc(N(CC(=O)N/N=C/c2ccc(-c3ccc([N+](=O)[O-])cc3)o2)S(=O)(=O)c2ccc(C)cc2)cc1
0.4,7.2,-6.2,1.1,-3.5,-11.9,1.7,3.8,5.5,5.9,FC(F)Oc1ccc(NC(=S)NN2CCOCC2)cc1
-0.6,-5.0,2.2,0.7,-4.7,-9.9,5.3,-4.7,12.1,-5.4,COc1ccc(S(=O)(=O)N2CCCCC2)cc1NC(=O)CCCNC(=O)c1ccc(Cl)cc1
-12.7,5.6,-3.4,-12.6,-42.2,3.5,-7.8,-28.8,15.0,-104.0,CCOC(CNc1ncnc2sc(-c3ccccc3)cc12)OCC
2.5,3.0,1.7,-2.8,5.0,4.9,1.5,-6.1,10.8,1.4,CCOC(=O)c1ccc(OCC(=O)c2ccc(O)cc2O)cc1
7.0,-2.5,1.1,4.3,-1.4,1.3,-3.0,5.5,-6.8,9.6,COc1ccc(CNc2cc(C)ccn2)c(O)c1
-1.1,0.0,-0.5,-1.9,-5.2,-8.1,1.1,-0.9,26.0*,5.6,O=C(NCC1CCN(c2ccc(S(=O)(=O)N3CCOCC3)cc2)CC1)c1ccc(Cl)cc1
6.4,-8.4,-5.6,-111.5,-152.8,-17.3,2.9,-156.7,-6.3,i,CC(=O)Nc1ccccc1-c1cccc2nccn12
2.2,5.0,5.8,1.7,2.6,11.5,1.1,1.2,10.8,0.1,Cn1nc(C(=O)OCC(=O)N2CCc3ccccc32)c2ccccc2c1=O

Part of the list above, showing only ASAP1 inh.
Structure | ASAP1 inh
COc1ccccc1C1=NOC(COC(=O)c2ccc([N+](=O)[O-])cc2)C1 (stereo not drawn) | 6.4
O=C(CCC1COc2ccccc2O1)Nc1ccccn1 (stereo not drawn) | 17.4

Carrying on:
Tn6 DDE FP,DDE Tn7 FP inh,SIAE inh,PLCg1 inh,ADAM17 inh,ASAP1 inh,TDP2 absorb,PLC-beta3 inh,ARFGAP1 inh,ADAM10 inh,smiles
-5.3,4.4,-2.3,-0.1,-0.8,6.8,10.6,-5.1,4.5,-0.4,CN1CCN(c2ccc(CNS(=O)(=O)Cc3ccc(Cl)cc3)cc2)CC1
1.7,-7.2,6.8,2.5,0.1,-4.6,5.0,3.4,0.7,-1.1,COc1ccccc1Nc1nnc(SCC(=O)NC(=O)Nc2ccc3c(c2)OCCO3)s1
2.5,-8.3,-5.0,-14.7,-9.6,-1.6,6.6,-15.6,3.4,-11.7,COC(=O)c1ccc(NC(=O)c2ccccc2NS(C)(=O)=O)cc1
-1.2,-2.3,6.7,1.1,-2.7,-4.8,2.8,2.4,2.8,-0.4,CCOC(=O)c1cnc(SCC(=O)c2ccccc2)nc1N
4.1,7.4,3.1,4.6,1.1,-8.3,-12.1,6.0,-8.2,6.7,O=C(O)CSc1nnc(CNc2ccccc2Cl)n1-c1ccccc1
1.8,0.4,-3.0,0.6,-0.4,-10.7,9.8,4.5,3.4,4.4,CN(C)N1C(=O)C2C3C=CC(O3)C2C1=O (stereo not drawn)
3.9,7.8,-2.8,4.3,-2.4,/,4.1,2.3,/,-9.0,O=C(NCCN1CCC(Cc2ccccc2)CC1)C1CCCN(S(=O)(=O)c2ccc([N+](=O)[O-])cc2)C1 (stereo not drawn)
3.9,3.4,4.4,2.5,-0.1,-7.4,-10.1,0.6,2.7,-0.1,CCOc1ccc(NC(=O)c2ccc(N3CC4CC(C3)c3cccc(=O)n3C4)c(NC(=O)c3cccnc3)c2)cc1 (stereo not drawn)
-0.7,-4.9,8.2,-7.6,1.8,6.3,4.5,-4.0,-9.8,5.7,CC1=NN(c2ccc([N+](=O)[O-])cc2)C(c2ccccc2)C1 (stereo not drawn)
8.9,12.4,19.8*,-3.3,-4.2,-1.5,8.1,-8.7,2.6,-8.9,C=CCNC(=O)C(=O)NCC1CCCN1S(=O)(=O)c1cccs1 (stereo not drawn)
2.8,4.4,-4.2,-3.4,0.3,-12.2,-12.2,-9.4,-5.8,28.7*,Cc1ccc(NCc2nnc(SCC(=O)c3ccccc3)n2Cc2ccco2)c(C)c1
7.0,4.6,2.3,-2.6,-0.6,-5.9,-7.0,3.8,-1.8,-7.4,CCN(CC)C(=O)C1=C(C)N(Cc2ccc(C(C)(C)C)cc2)C(=O)C(CC(=O)NCC2CCCCC2)C1 (stereo not drawn)
-4.8,-0.1,7.7,-5.0,-5.7,5.4,4.3,-4.1,-6.5,-11.1,S=c1cn[nH]c2ccccc12
4.2,-13.9,-0.8,i,i,2.3,-6.0,i,0.8,i,O=C(NCCO)c1ccc(-c2cnc3cccnn23)cc1
0.8,0.5,1.2,-0.9,-0.1,-1.6,-3.2,-5.0,-8.3,-8.1,CCOc1ccc(C(C)NC(=O)c2ccc3c(c2)NC(=O)C(C)S3)cc1OCC (stereo not drawn)
14.3,4.0,11.2,i,-97.7,-3.5,6.8,i,19.8,-289.7,CC(C)(C)c1cc(NCCCn2ccnc2)n2ncc(-c3ccc(Cl)cc3)c2n1
-3.5,8.3,3.4,-4.1,-4.7,-0.8,2.8,-4.3,-8.8,-16.5,Cc1c2cnn(CC(=O)N3CCOCC3)c(=O)c2c(C)n1Cc1ccccc1F
-11.2,1.8,-1.7,1.9,-5.0,10.3,-3.3,-0.4,-2.3,-3.0,Cc1cc(NC(=O)c2cccc(Cl)c2)n[nH]1
